aSyn UTR inh – MLPCN primary screen, SNCA 5' untranslated region | alpha-synuclein 5'UTR reporter, inhibitor activity | inhibition, % (tested at 7.5 µM) | 300,000 compounds, 0.82% hits | AID 1813; in the data active = inhibition above about 60%;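 note: H4 neuroglioblastoma cells stably carrying SNCA 5'UTR luciferase fusion; 0% = DMSO wells and 100% = positive control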
HIF act – HIF pathway transcriptional activation. U2OS HRE-luciferase reporter, luminescence; normalized: DMSO 0%, desferrioxamine 100%. activation, % at 7.5 µM (by protocol). 300,000 compounds, 0.32% hits. AID 1910;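 active = mean activation of at least 10% of the iron chelator positive control signal, with at least half of replicates also reaching 10%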
Platelet DG rel – platelet dense granule release activity; human platelet-rich plasma, SFLLRN dense granule ATP release, luminescence; inhibition, %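 (compounds screened at 7.5 µM in platelet-rich plasma)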; 300,000 compounds, 0.22% hits; AID 1663;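 active = mean replicate score, as percent of positive control, at or above 50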
HDAC3 inhib – human HDAC3 inhibition | 320,000 compounds, 0.15% hits | recombinant HDAC3, fluorogenic peptide/trypsin coupled, fluorescence | inhibition, % at 8.3 µM | O15379; in the data active = inhibition above about 26%, passing the limit was not always enough
Target sequence (O15379 whole entry, looked up): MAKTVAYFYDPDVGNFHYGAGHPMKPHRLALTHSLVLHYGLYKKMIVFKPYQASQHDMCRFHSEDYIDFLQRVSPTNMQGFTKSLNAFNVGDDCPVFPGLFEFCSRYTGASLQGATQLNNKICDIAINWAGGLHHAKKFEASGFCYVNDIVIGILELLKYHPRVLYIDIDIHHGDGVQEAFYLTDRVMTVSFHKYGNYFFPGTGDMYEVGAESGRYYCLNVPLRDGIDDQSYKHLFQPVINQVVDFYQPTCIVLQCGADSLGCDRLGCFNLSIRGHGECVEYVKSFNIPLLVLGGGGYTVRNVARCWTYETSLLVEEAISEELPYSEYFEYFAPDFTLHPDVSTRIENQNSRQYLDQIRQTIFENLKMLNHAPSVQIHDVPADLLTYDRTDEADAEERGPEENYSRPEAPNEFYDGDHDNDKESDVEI
HSP90 refold inh – blocks HSP90-mediated luciferase refolding in reticulocyte lysate; inhibition, % at 5.6 µM; Rabbit reticulocyte lysate, luciferase refolding luminescence, 3 h; 290,000 compounds, 0.91% hits;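 active = inhibition above the screen-wide mean plus 3 SD, computed separately per campaign, cut at about 16% in these data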;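 note: 0% = DMSO wells and 100% = 60 µM geldanamycin wells; inhibitors lower the luminescence because luciferase stays unfolded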
HSF-1 act – increases HSF-1 driven luciferase reporter signal. activation, % at 9 µM. NIH3T3-HGL HSF-1 luciferase reporter, MG132, 8 h; 100% = twice DMSO control signal. AID 504408. 300,000 compounds, 1.7% hits;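 active = mean replicate activation of at least 50% with a set share of replicates each reaching 50%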;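 note: 0% = median of the neutral control wells and 100% = twice that signal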
AI-2 QS mod – modulators of Vibrio harveyi AI-2 quorum sensing system | Vibrio harveyi JMH597 AI-2 luminescence/OD600 ratio, 9 h; stronger effect = lower value; strain lacks LuxN and CqsS sensors; 0 = neutral-control median | activity change, % at 7.5 µM | 300,000 compounds, 0.4% hits | AID 2094; in the data active = activity change below about -75%, passing the limit was not always enough;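 note: luminescence divided by OD600 gain over 9 h not by final OD600 alone; inactives centre near 13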
IEC-6 tox – IEC-6 cytotoxicity, counter-screen for KLF5 inhibitors. luminescence viability. inhibition, % at 5 µM. 290,000 compounds, 0.78% hits. AID 1825; in the data active = inhibition above about 22%;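 note: 0% = plate median of test compound wells and 100% = cytotoxic reference compound wells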
KLF5 inh – inhibitors of KLF5 expression | DLD-1 KLF5 promoter-luciferase reporter, luminescence | inhibition, % at 5 µM | 290,000 compounds, 0.23% hits | AID 1700;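 active = inhibition above a per-plate limit of that plate's mean compound inhibition plus 3 SD, cut at about 60% in these data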;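 note: 0% = DMSO wells and 100% = LY294002 at 200 µM; higher means less KLF5 promoter-driven luciferase light; inactives centre near -14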
HSF1 inh – HSF1 inhibition; 300,000 compounds, 0.77% hits; AID 2098; activity change, negative = inhibition, % at 7.5 µM (by protocol); NIH3T3-HGL HSE-luciferase, MG132-induced, luminescence 8 h; stronger effect = lower value;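 active = more than half of replicate wells show activity change below -50%, luminescence cut by over half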;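 note: luciferase reports HSF-1 transcriptional activity via heat shock element; 0% = median of DMSO wells and -100% = zero luminescence signal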
An asterisk follows results filed as active; nt = not tested or not shown.

SMILES	aSyn UTR inh	HIF act	Platelet DG rel	HDAC3 inhib	HSP90 refold inh	HSF-1 act	AI-2 QS mod	IEC-6 tox	KLF5 inh	HSF1 inh
O=P(C(=Nc1ccc(Cl)cc1)N1CCOCC1)(N1CCOCC1)N1CCOCC1	nt	nt	nt	-7	7	nt	nt	4	-12	nt
CN(C)/C=C/C(=O)C(Cl)(Cl)Cl	4	-0.5	2	-3	0	5	8	0	-16	5
CCOP(=O)(Cc1ccccc1)OCC	-6	1.2	4	-6	nt	7	14	nt	nt	-2
O=C(c1cc2c(s1)CCCCCC2)N1CCC2(CC1)OCCO2	-35	0.7	5	0	1	3	-14	0	-1	-1
O=C(CNC(=O)c1ccccc1)Nc1ccc(Br)cc1C(=O)c1ccccc1	-1	-0.3	-5	-6	-1	-18	-1	-5	-12	0
CC1=C(C(=O)O)N2C(=O)C(NC(=O)Cc3ccccc3)C2SC1 (stereo not given)	2	-0.5	-4	1	12	0	21	-4	-7	-3
CC1CCCCN1Cc1ccc(Cl)nc1 (stereo not given)	-2	0.6	11	-7	-4	-15	25	-9	3	-1
O=C1CN=C(c2cc([N+](=O)[O-])ccc2Cl)c2cc([N+](=O)[O-])ccc2N1	5	-1.3	6	1	nt	7	0	nt	nt	7
CCCCN1C(=O)/C(=C/c2ccc(N3CCCCCC3)cc2)C(=O)NC1=S	8	-0.2	-7	4	-1	9	-2	-6	-28	-1
Fc1cccc(CNCCc2c[nH]c3ccccc23)c1	2	-1.7	3	-15	-3	8	18	0	11	1
CCOC(=O)[C@]1(C#N)[C@@H]2C=CC(C(N)=O)=CN2[C@@H](C(N)=O)[C@@H]1c1ccc(F)cc1	-3	0.1	4	3	2	-7	48	-10	-12	-1
O=c1cccc2n1CC1CC2CN(Cc2c(F)cccc2Cl)C1 (stereo not given)	14	-0.1	-9	-1	-3	26	12	4	-2	12
CCN(CC)P(=O)(/C=C(\Cl)c1ccccc1)/C=C(\Cl)c1ccccc1	1	-0.5	-11	9	-1	-4	5	-4	-12	-9
C[N+]12CCC(CC1)C(C#N)(N1CCOCC1)C2 (stereo not given)	-10	0.0	-6	7	1	2	22	-5	-34	-2
COc1ccccc1CCNC1CCC(C)CC1 (stereo not given)	-15	-0.4	17	4	-2	-19	19	13	-43	0
CC1(C)OC(c2ccccc2)=C/C(=C/C=C2C(=O)NC(=S)NC2=O)O1	16	-0.4	3	6	-1	-12	7	-7	1	-7
O=C(c1ccccc1F)c1cn(Cc2ccccc2)c2ccccc12	28	-0.2	1	7	1	21	3	-5	-5	15
NC(=O)C1(N2CCCCC2)CCN(Cc2ccccc2)CC1	6	-0.1	-4	-4	-3	-28	5	2	-1	-6
Cc1ccccc1N1C(=O)NC(=O)/C(=C\c2cc(Br)c(N3CCOCC3)o2)C1=O	2	-0.3	16	9	-5	-12	10	-10	-28	-7
COc1ccc(N2C(=O)/C(=C/c3ccc(N(C)C)o3)C(=O)NC2=S)cc1	-23	1.1	-8	9	-3	-4	21	-3	-18	0
NP(=O)(OCC(F)(F)F)Oc1ccc(Cl)cc1 (stereo not given)	-30	-0.6	10	2	-2	0	10	-2	-9	-3
CCC(=NCCCn1ccnc1)c1c(O)n(Cc2ccccc2)c(=O)[nH]c1=O	20	0.0	2	1	2	7	15	9	6	7
CNC(=O)Oc1ccc(-c2cn3cc(Cl)ccc3n2)cc1	-41	0.6	8	0	11	10	29	-2	-104	8
O=[N+]([O-])c1ccc(N2CCNCC2)cc1NCC1CCCO1 (stereo not given)	-5	-0.2	-3	2	1	-58	18	5	-10	-45
N=C1c2ccccc2CN1CC(=O)c1ccccc1	-186	2.4	8	-7	16	32	-4	16	-173	7

Full records, quoted from the list:
`CCN(CC)P(=O)(/C=C(\Cl)c1ccccc1)/C=C(\Cl)c1ccccc1` across the screens: aSyn UTR inh = 1; HIF act = -0.5; Platelet DG rel = -11; HDAC3 inhib = 9; HSP90 refold inh = -1; HSF-1 act = -4; AI-2 QS mod = 5; IEC-6 tox = -4; KLF5 inh = -12; HSF1 inh = -9
`COc1ccc(N2C(=O)/C(=C/c3ccc(N(C)C)o3)C(=O)NC2=S)cc1` across the screens: aSyn UTR inh = -23; HIF act = 1.1; Platelet DG rel = -8; HDAC3 inhib = 9; HSP90 refold inh = -3; HSF-1 act = -4; AI-2 QS mod = 21; IEC-6 tox = -3; KLF5 inh = -18; HSF1 inh = 0

Further results.
SMILES	aSyn UTR inh	HIF act	Platelet DG rel	HDAC3 inhib	HSP90 refold inh	HSF-1 act	AI-2 QS mod	IEC-6 tox	KLF5 inh	HSF1 inh
Nc1ccccc1-[n+]1c(-c2ccccc2)cc(-c2ccccc2)cc1-c1ccccc1	-21	-0.2	-1	-7	1	-17	6	11	7	-6
O=C(C1CCN(S(=O)(=O)c2ccccc2)CC1)N1CCC2(CC1)OCCO2	-1	0.6	-2	-4	5	-1	23	3	-19	-1
N=C1c2ccccc2CN1NC(=O)c1ccc(Br)cc1	-18	-15	5	-3	2	1	38	1	-18	4
O=S(=O)(F)c1ccc2nc(-c3cccc(Sc4ccccc4)c3)cc(Cl)c2c1	14	-0.1	8	-8	-5	nt	24	4	-8	3
Cc1ccc(NC2=NCCCS2)cc1Cl	-47	-0.5	0	-7	-2	25	21	-5	-18	-9
C/C=C(\C)C(=O)N[C@@H](c1ccccc1)[C@@H](O)C(=O)O[C@H]1C[C@@]2(O)[C@@H](OC(=O)c3ccccc3)C3[C@](C)(C(=O)[C@H](O)C(=C1C)C2(C)C)[C@@H](O)C[C@H]1OC[C@@]31OC(C)=O (stereo not given in full)	98*	-0.7	0	-7	-1	-24	15	89*	50	-11
O=C(Nc1ccc(Cl)cc1)O/N=C(\c1ccccc1)c1ccccn1	-59	2.7	2	-4	0	-6	11	-4	-16	5
CCc1cc(=O)oc2cc(OCC(=O)N3C[C@H]4C[C@@H](C3)c3cccc(=O)n3C4)c(Cl)cc12	-25	-0.1	0	5	3	3	28	7	-17	-3
CCC(=O)CC(c1ccccc1)c1c(O)c2ccccc2sc1=O (stereo not given)	0	-1.0	16	1	3	-2	45	-3	-19	-3
COc1ccccc1-n1c(-c2cccs2)nc2ccccc2c1=O	-13	0.0	-1	1	17*	8	12	1	-9	5
CCC(=Nc1ccc2c(c1)CCC2)c1c(O)n(C2CCCCC2)c(=O)[nH]c1=O	-18	0.0	6	2	-1	-7	15	-2	20	5
O=c1c2ccccc2nc(-c2ccc(-c3ccccc3)cc2)n1-c1ccncc1	-7	1.1	0	0	5	-7	32	0	-57	-1
O=C1c2ccccc2C(=O)N1Cc1nc2ccccc2c(=O)n1-c1ccccn1	nt	nt	nt	3	-3	nt	nt	-9	-14	nt
CCOc1cc2c(cc1OCC)-n1cccc1C(c1ccc(OC)c(O)c1)NC2 (stereo not given)	7	-33	-26	2	-6	4	5	-3	11	1
N#CCCn1cc(C(=O)Nc2ccccc2Cl)c(-c2ccc(F)cc2)n1	-2	0.1	13	11	1	10	1	5	-3	10
Cc1cc(OCC(=O)N[C@@H](Cc2ccccc2)C(=O)O)c2c3c(c(=O)oc2c1)CCC3	-11	-0.2	-2	-34	4	-1	18	-2	-34	-1
N#Cc1c(Cl)nc(Cl)c2c1CCN(Cc1ccccc1)C2	-55	-50	-31	-5	1	15	13	-2	-66	-1
CC(=O)OC1N=C(c2ccccc2)c2cc(Br)ccc2NC1=O (stereo not given)	11	-0.1	-2	-11	-1	6	8	-6	-24	-3
Cc1cc(C(=O)NP(=O)(N2CCOCC2)N2CCOCC2)c(C)n1C1CC1	-19	-0.2	2	-2	-1	4	10	2	-10	-6
COC(=O)C(O)(c1ccc(N=Cc2ccccc2O)c(C)c1)C(F)(F)F (stereo not given)	2	0.4	3	0	2	-14	5	-1	-3	-3
O=C(c1ccc2nc3ccc(Cl)cc3c(=O)n2c1)N1CCC2(CC1)OCCO2	nt	nt	nt	-53	5	nt	nt	-1	-8	nt
S=C(c1ccc(Cl)cc1)N1CCOCC1	-9	-0.2	-1	4	0	0	17	0	-14	-4
O=C1C2(c3ccccc3)CN3CN(C2)CC1(c1ccccc1)C3	-9	-0.2	3	-7	2	-51	22	-2	-11	-39
Cc1ccccc1NC(=O)NCCN1CC1	0	0.8	4	-12	1	1	9	0	-22	-5
Cc1ccc(-n2c(O)c(/C=N/Nc3ccccc3)c(=O)[nH]c2=O)cc1C	-12	0.0	-20	-1	1	5	1	-1	-5	4
CC(C)c1ccc(N2C(=O)NC(=O)/C(=C\C=C\c3ccco3)C2=O)cc1	-70	1.3	8	2	5	47	29	-4	-7	41
CCCCC(=O)N/N=C/c1c(O)n(Cc2ccco2)c(=O)[nH]c1=O	6	-0.1	-3	4	3	2	15	2	-11	1

Part of the list above, with two lines to a compound.
The line under a structure holds: aSyn UTR inh | HIF act | Platelet DG rel | HDAC3 inhib | HSP90 refold inh | HSF-1 act | AI-2 QS mod | IEC-6 tox | KLF5 inh | HSF1 inh
> CCc1cc(=O)oc2cc(OCC(=O)N3C[C@H]4C[C@@H](C3)c3cccc(=O)n3C4)c(Cl)cc12
 : -25 | -0.1 | 0 | 5 | 3 | 3 | 28 | 7 | -17 | -3
> CCC(=Nc1ccc2c(c1)CCC2)c1c(O)n(C2CCCCC2)c(=O)[nH]c1=O
 : -18 | 0.0 | 6 | 2 | -1 | -7 | 15 | -2 | 20 | 5
> COc1ccccc1-n1c(-c2cccs2)nc2ccccc2c1=O
 : -13 | 0.0 | -1 | 1 | 17* | 8 | 12 | 1 | -9 | 5
> Cc1cc(C(=O)NP(=O)(N2CCOCC2)N2CCOCC2)c(C)n1C1CC1
 : -19 | -0.2 | 2 | -2 | -1 | 4 | 10 | 2 | -10 | -6
> CCOc1cc2c(cc1OCC)-n1cccc1C(c1ccc(OC)c(O)c1)NC2 (stereo not given)
 : 7 | -33 | -26 | 2 | -6 | 4 | 5 | -3 | 11 | 1

High-throughput results deposited in PubChem by several laboratories.

This is a subset; the hit share may differ from the screen's.
